# VEEV TC-83 Vero – inhibitors of VEEV TC-83 cytopathic effect, confirmation, Vero cells (AID 588727) | Vero cells, VEEV TC-83 cytopathic effect inhibition; higher % means a stronger effect | one-dose inhibition, % at 20 µM; IC50 in µM for titrated hits | 0.13% of 350,000 active; in the data active means a potency from the dose series; inconclusive means inhibition mostly from about 14% at the one dose, without a potency; inactive means the rest, 99 in 100 with inhibition below about 12%; further: strong numbers were not always called active
# PhoP GFP inhibition – PhoP regulon inhibitors, Salmonella typhi PhoP promoter GFP reporter, confirmatory (AID 1850). 0.33% of 310,000 active. one-dose inhibition, % at 50 µM; IC50 in µM for titrated hits. Salmonella Typhi PhoP-promoter GFP reporter, fluorescence, 4 h; higher % means a stronger effect; in the data active means a potency from the dose series; inconclusive means inhibition mostly from about 25% at the one dose, without a potency; inactive means the rest, 99 in 100 with inhibition below about 19%;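 further: 0% = induced wells with vehicle and 100% = uninduced wells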
# H1N1 NS1A inhibition – H1N1 influenza NS1A inhibitors, functional cell based assay (AID 504329); 0.3% of 340,000 active; inhibition, % at 12.5 µM, or IC50 in µM where a hit was titrated; NS1A functional cell-based assay, percent inhibition; higher % means a stronger effect; in the data active means a potency from the dose series; inconclusive means inhibition above about 27% without an active follow-up result; further: strong numbers were not always called active
# H37Rv inhibition – M. tuberculosis growth inhibition, HTS (AID 449762) | M. tuberculosis H37Rv growth inhibition, 7H9 media; higher % means a stronger effect | inhibition, % at 25 µM; hits with a dose series show IC50 in µM | 0.59% of 330,000 active; in the data active means a potency from the dose series; inconclusive means inhibition above about 70% without an active follow-up result;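 further: bacterial growth assessed after seven days of incubation; strong numbers were not always called active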
# tuberculosis growth – growth inhibition of non-replicating M. tuberculosis (AID 488890); 0.39% of 320,000 active; Mycobacterium tuberculosis non-replicating, growth inhibition; higher % means a stronger effect; inhibition, % at 25 µM; hits with a dose series show IC50 in µM; in the data active means a potency from the dose series; inconclusive means inhibition mostly from about 82% at the one dose, without a potency; inactive means the rest, 99 in 100 with inhibition below about 76%;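 further: plate controls were DMSO cells for no effect and high antibiotic wells for full effect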
# VEEV TC-83 Vero 10K pilot screen – second read-out of VEEV TC-83 Vero, no call of its own (marks repeat the call); inhibition, %; measured here: 10K pilot screen inhibition
# The depositor's hits bear a star; i = inactive; ? = inconclusive; / = not tested or not shown.
SMILES,VEEV TC-83 Vero,PhoP GFP inhibition,H1N1 NS1A inhibition,H37Rv inhibition,tuberculosis growth,others
c1ccc(CC2CCCCN2)cc1 (stereo not drawn),0.5%,-4%,-3%,-8%,3%,
O=c1oc2ccccc2cc1-c1csc(NN=C2CCCC2)n1,11%,-8%,-11%,3%,10%,
Cc1cc(C)c(S(=O)(=O)N2CCN(C(=O)c3c(C)noc3C)CC2)c(C)c1,2.2%,/,-10%,-4%,13%,
CN(C)C(=O)c1ccc(Cl)cc1[N+](=O)[O-],1.3%,-1%,-5%,-3%,-2%,
CC(C)n1c(SCC(=O)NCc2ccco2)nnc1C1CC1,0.5%,4%,3%,2%,4%,
CSc1cccc(NC(=S)N2CCC(N(C)C(C)C)CC2)c1,0.2%,1%,-4%,-3%,-7%,
COc1ccc(NS(=O)(=O)Cc2ccccc2Cl)cn1,2.5%,10%,1%,0%,2%,
COC(=O)[C@H](CCSC)NC(=O)Nc1ccc(OC)cc1OC,0.3%,1%,2%,1%,7%,
CCOC(=O)c1c[nH]c2nc(C)ccc2c1=O,i,-4%,-4%,-6%,-26%,
CN(C)c1ccc(P(=O)(COc2ccc([N+](=O)[O-])cc2)c2ccc(N(C)C)cc2)cc1,i,2%,/,-3%,29%,
COc1ccccc1CN(CC(=O)NCc1ccc(F)cc1)C(=O)c1csnn1,0.1%,2%,-4%,-4%,-5%,
Cc1cccc(Nc2nc(N)c([N+](=O)[O-])c(N3CCC(C)CC3)n2)c1,4.9%,-19%,17%,7%,15%,
CNC(=O)c1ccsc1NC(=O)c1sc2ccccc2c1Cl,9.3%,-6%,-6%,-3%,/,
CCn1c(CNS(=O)(=O)c2ccc(Br)cc2)n[nH]c1=S,0.1%,-5%,-3%,-4%,-13%,
Cc1ccc(-c2csc3ncnc(Nc4ccc(C(=O)O)cc4)c23)cc1,9.1%,3%,-22%,6%,23%,
Cc1ccc(OCc2ccc(C(=O)O)o2)c([N+](=O)[O-])c1,1.0%,0%,-9%,-7%,-10%,
O=C(O)CCn1cnc2ccccc2c1=O,1.1%,0%,10%,2%,-2%,
Cc1ccc(-c2csc3nnc(SCC(=O)N4CCN(Cc5ccccc5)CC4)n23)cc1,i,0%,-2%,3%,45%,
O=C(Nc1ccc(NC(=O)c2cccs2)c(Cl)c1)c1ccco1,0.7%,-11%,6%,14%,32%,
CCN(C[C@H]1N[C@@](CC)(C(=O)OC)[C@H]2C(=O)N(C)C(=O)[C@@H]12)C(=O)Nc1ccc(C)cc1,i,/,0%,9%,3%,
O=C(Nc1ccc(N2CCN(Cc3ccccc3)CC2)cc1)c1ncn[nH]1,3.4%,0%,1%,-18%,3%,
CON1C(=O)C(=O)N(OC)C2CCCCC21 (stereo not drawn),1.0%,/,16%,/,/,
CCCN(CC(=O)Nc1ccc(C(N)=O)cc1)CC(=O)Nc1ccc(F)c(F)c1F,0.5%,-7%,0%,-3%,1%,
Cc1cc(C(=O)OCC(=O)c2ccc(Br)s2)no1,0.8%,2%,9%,-13%,-3%,
CS(=O)(=O)N(CC(=O)NCCC1=CCCCC1)C1CCCCC1,i,6%,18%,0%,3%,

# Brought forward from above: 7 entries; new compounds follow.
SMILES,VEEV TC-83 Vero,PhoP GFP inhibition,H1N1 NS1A inhibition,H37Rv inhibition,tuberculosis growth,others
O=C(Nc1ccc(NC(=O)c2cccs2)c(Cl)c1)c1ccco1,0.7%,-11%,6%,14%,32%,
CCN(C[C@H]1N[C@@](CC)(C(=O)OC)[C@H]2C(=O)N(C)C(=O)[C@@H]12)C(=O)Nc1ccc(C)cc1,i,/,0%,9%,3%,
O=C(Nc1ccc(N2CCN(Cc3ccccc3)CC2)cc1)c1ncn[nH]1,3.4%,0%,1%,-18%,3%,
CON1C(=O)C(=O)N(OC)C2CCCCC21 (stereo not drawn),1.0%,/,16%,/,/,
CCCN(CC(=O)Nc1ccc(C(N)=O)cc1)CC(=O)Nc1ccc(F)c(F)c1F,0.5%,-7%,0%,-3%,1%,
Cc1cc(C(=O)OCC(=O)c2ccc(Br)s2)no1,0.8%,2%,9%,-13%,-3%,
CS(=O)(=O)N(CC(=O)NCCC1=CCCCC1)C1CCCCC1,i,6%,18%,0%,3%,
CN(c1ccccc1)S(=O)(=O)c1cccc(C(=O)NNC(=O)c2ccncc2)c1,0.3%,8%,-8%,10%,36%,
COc1ccc(NC(=O)CN(C)C(=O)c2cc(CN3C(=O)c4ccccc4C3=O)ccc2OC)cc1,1.2%,-5%,-4%,-8%,6%,
CCOC(=O)c1c(C)[nH]c(C(=O)OCC(=O)NCCc2ccc(OCC)c(OCC)c2)c1C,0.8%,2%,-14%,-1%,-23%,
CCC(=O)Nc1ccc2ccccc2c1,1.3%,-9%,-3%,?,/,
Cc1ccc(C(=O)OC(C)C(=O)NC2CCCCC2C)cc1S(=O)(=O)N1CCCCC1 (stereo not drawn),6.3%,0%,-6%,7%,-11%,
O=c1c2cc(N3CCOCC3)ccc2[nH]c(=S)n1CCCN1CCCCCC1,i,-11%,-1%,-1%,27%,
Cc1ccccc1CN1C(=O)CSc2ccc(C(=O)N3CCOCC3)cc21,2.1%,-6%,-3%,-3%,4%,
CC(C)Oc1ccc(C(=O)NCCCNC(=O)c2ccccn2)cc1,2.2%,9%,2%,-4%,11%,
COc1ccc(/C=C/C(=O)NC(=S)Nc2cc([N+](=O)[O-])ccc2O)cc1OC,2.4%,2%,-10%,8%,2%,
COc1ccc(S(=O)(=O)N2CCOCC2)cc1NC(=O)CSc1nnc(C2CC2)n1C,4.0%,/,-5%,-1%,0%,
CCC(C(=O)OC)n1cnc2c(nnn2-c2ccccc2)c1=O (stereo not drawn),0.7%,-6%,0%,-11%,-6%,VEEV TC-83 Vero 10K pilot screen=0.0
CCCNC(=O)N1[C@H]2CC[C@@H]1C(C(=O)OC)=C(c1ccccc1)C2,0.4%,-11%,-5%,3%,8%,
O=C(COc1ccccc1Cl)N1N=C(c2cccs2)CC1c1ccco1 (stereo not drawn),6.6%,/,0%,5%,60%,
CCc1ccc(-c2n[nH]c(=O)c3ccccc23)cc1,i,-1%,0%,-1%,0%,
O=C(OCCN1C(=O)c2ccccc2C1=O)c1cccs1,0.4%,-3%,-5%,3%,42%,
CCc1c(C)nc2ncnn2c1NCCc1ccc(Cl)cc1,i,-8%,0%,3%,9%,
C#Cc1ccc([C@@H]2C=C(C(=O)N3CCN(Cc4ccc5c(c4)OCO5)CC3)O[C@H](OCCCCO)C2)cc1,2.4%,13%,4%,0%,15%,VEEV TC-83 Vero 10K pilot screen=1.1
COc1ccc(CC(NC(C)=O)C(=O)N2CCN(C(=O)Nc3cccc(F)c3)CC2)cc1OC (stereo not drawn),0.9%,-2%,-2%,-7%,-4%,
CCC(=O)N1CCc2cc(S(=O)(=O)NCCC(=O)N3CCN(c4cccc(OC)c4)CC3)ccc21,i,5%,-10%,-4%,9%,
COc1cc(S(=O)(=O)N2CCCCCC2)ccc1-n1cnnn1,0.5%,-7%,-6%,4%,11%,
CCCCn1c(N)c(N(CC(C)C)C(=O)c2cc(C)oc2C)c(=O)[nH]c1=O,0.3%,-7%,-7%,0%,5%,
Cc1c(NC(=O)C(=O)/C=C(\O)c2ccc(Br)cc2)c(=O)n(-c2ccccc2)n1C,i,1%,1%,-6%,55%,
COC(=O)c1ccc(Nc2nnc(-c3ccc(C)c(S(=O)(=O)NCC4CCCO4)c3)c3ccccc23)cc1 (stereo not drawn),8.8%,-3%,19%,-1%,12%,
O=C(CCCCl)N1CCc2[nH]c3ccccc3c2C1,i,/,0%,/,/,
O=C(CSc1n[nH]c(-c2ccncc2)n1)Nc1ccc(Br)cc1,0.3%,-13%,-6%,-5%,14%,

# Other structures:
SMILES,VEEV TC-83 Vero,PhoP GFP inhibition,H1N1 NS1A inhibition,H37Rv inhibition,tuberculosis growth,others
O=C(NCCC1=CCCCC1)C(=O)c1c[nH]c2ccccc12,2.9%,-4%,-3%,-5%,19%,
Cc1ncc(CC(=O)n2cc(C(=O)c3cc(F)ccc3O)cn2)s1,0.8%,23%,-6%,0%,4%,
COc1sc(SC)cc1/C=N/NC(=O)c1ccncc1,i,6%,7%,?,78%,
N#Cc1c(Cl)nsc1NN,0.8%,-20%,10%,10%,5%,VEEV TC-83 Vero 10K pilot screen=0.4
C[C@H](NC(=O)C1CC(=O)N(c2ccc3c(c2)OCCO3)C1)C(=O)N1CCC(C(=O)O)CC1 (stereo partly drawn),0.2%,-8%,-7%,4%,-4%,
CCC(=O)N1CCCc2cc(S(=O)(=O)NCc3cccs3)ccc21,0.4%,-1%,24%,-6%,4%,
CN(C)CCNC(=O)C(C(=O)c1ccccc1)n1ccccc1=O (stereo not drawn),1.3%,8%,-4%,-23%,-9%,VEEV TC-83 Vero 10K pilot screen=0.5
COc1ccc(Cc2nnc(NC(=O)Cc3cccs3)s2)cc1,i,/,6%,/,/,
CCOc1ccccc1N1CCN(C(=O)c2csc(C)c2CC)CC1,6.3%,3%,0%,1%,6%,
O=C(O)c1ccc(S(=O)(=O)NC2CCCCCC2)cc1,0.9%,-5%,4%,-4%,3%,
Cc1ccc(NC(=O)CN(C)C(=O)CNC(=O)c2ccc3c(c2)OCO3)cc1,0.5%,7%,-11%,0%,-30%,
COc1ccc(C(=O)COC(=O)CNC(=O)c2ccc(Cl)cc2Cl)c(OC)c1,2.9%,-4%,-10%,45%,11%,
COc1cc(CNc2ccc(O)cc2)cc(Br)c1OCc1ccccc1F,0.6%,-6%,1%,15%,?,
Cc1ccc(C2N(c3ccccc3)C(=O)N3CCCN23)cc1 (stereo not drawn),i,-1%,2%,-2%,9%,
O=C(c1cccnc1)n1nc(NCc2ccccc2)nc1NCc1ccccc1,4.1%,8%,-4%,8%,1%,
CC(N=C1NS(=O)(=O)c2ccccc21)C(=O)NCc1ccc2c(c1)OCO2 (stereo not drawn),0.1%,0%,-2%,-6%,-12%,
C=CCOc1c(Cl)cc(/C=N/O)cc1OC,i,-5%,-4%,15%,14%,
O=C(NCc1ccc(Cl)cc1)c1cc(-c2cccs2)on1,i,3%,1%,-3%,-4%,
Cc1cc(C)nc(N2CCCC(C(=O)Nc3cc(F)ccc3C)C2)n1 (stereo not drawn),1.7%,-1%,0%,-4%,-6%,
Cc1nn(C(C)C(=O)NCc2ccc(Cl)cc2)c(=O)c2cc3occc3n12 (stereo not drawn),i,2%,-9%,8%,-3%,
COc1ccc(OC)c(S(=O)(=O)Nc2c(C)nn(C)c2C)c1,0.6%,/,-8%,0%,-10%,
NC(=O)CSc1nnc(-c2cnccn2)n1Cc1ccco1,0.5%,4%,/,-9%,-13%,
Cc1c(S(=O)(=O)N2CCN(c3cccc(C(F)(F)F)c3)CC2)c(=O)n(C)c(=O)n1C,0.4%,0%,-10%,-3%,2%,
CCOc1ccc(CN(C)CC(=O)Nc2ccccc2C(=O)NC2CC2)cc1,11%,/,-4%,/,/,
CCC(Cc1ccccc1)NC(=O)C1CCC(CNc2c(N3CCCC3)c(=O)c2=O)CC1 (stereo not drawn),0.2%,6%,28%,-4%,/,

# (listing goes on)
SMILES,VEEV TC-83 Vero,PhoP GFP inhibition,H1N1 NS1A inhibition,H37Rv inhibition,tuberculosis growth,others
CCCCn1c(N)c(N(CCOC)C(=O)COC(=O)COc2c(C)cccc2C)c(=O)[nH]c1=O,2.5%,3%,-13%,-3%,-14%,
C/C(=C1/SC(N2CCOCC2)=NC1=O)c1ccc(Br)cc1,0.5%,6%,-9%,7%,-14%,
COc1ccc(OC)c(NC(=O)N[C@H](Cc2ccccc2)C(=O)NN)c1,2.1%,10%,-17%,0%,20%,
CCN(CC)S(=O)(=O)c1cc(NC(=O)C2CCN(c3ncnc4sc(C)c(C)c34)CC2)ccc1Cl,4.8%,3%,-10%,?,30%,
COc1ccc2[nH]c(=O)c(CNc3ccc(C)c(C)c3)cc2c1,5.2%,-2%,13%,49%,67%,
O=C(CCN1CCCCC1)NCNC(=O)CCN1CCCCC1,i,-10%,8%,4%,0%,
c1ccc(C[C@H]2CN=C(Nc3ccccc3)N2CCCC2CCCCC2)cc1,i,/,2%,22%,77%,
CCOC(=O)C1CCN(C(=O)COC(=O)/C=C/c2ccccc2)CC1,1.2%,/,7%,0%,17%,
COCCN(CC(=O)Nc1cccc(C)c1C)C(=O)c1ccc(S(=O)(=O)N2CCOCC2)cc1,4.2%,/,-2%,/,/,
Cc1cccc(NC(=O)c2nc[nH]c2C(=O)NC2CCN(C(=O)OC(C)(C)C)CC2)c1,2.1%,/,1%,?,/,
COc1ccc(Cc2nnc(NS(C)(=O)=O)s2)cc1,i,2%,-10%,-1%,13%,

# High-throughput results (PubChem BioAssay)
